# Bioassay records deposited in PubChem by several laboratories.
# Mtb UGM inh – M. tuberculosis UGM enzyme inhibitors, primary screen, biochemical, fluorescence polarization, single point; purified UGM, fluorescence polarization probe displacement; inhibition, % at 10 µM; hit rate 0.06% among 320,000; in the data active = inhibition above about 10%, passing the limit was not always enough
# 3CLpro inhibitor – SARS-CoV 3CLpro protease inhibitors, primary screen, biochemical, quenched FRET; Replicase polyprotein 1ab (Severe acute respiratory syndrome coronavirus), P0C6X7; recombinant SARS-CoV 3CLpro, quenched FRET peptide cleavage; inhibition, % at 6 µM; hit rate 0.14% among 290,000; AID 1706, 2009; in the data active = inhibition above about 12%
# Rv3671c inh – Rv3671c serine protease inhibitors, primary screen, biochemical, fluorescence polarization, M. tuberculosis H37Rv | inhibition, % at 5.96 µM | hit rate 0.048% among 320,000; in the data active = inhibition above about 38%;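 note: extracellular domain of Rv3671c used as enzyme; 0% = enzyme with DMSO and 100% = no enzyme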
# Target sequence (P9WHR9 whole entry, looked up, the tested form may be a part): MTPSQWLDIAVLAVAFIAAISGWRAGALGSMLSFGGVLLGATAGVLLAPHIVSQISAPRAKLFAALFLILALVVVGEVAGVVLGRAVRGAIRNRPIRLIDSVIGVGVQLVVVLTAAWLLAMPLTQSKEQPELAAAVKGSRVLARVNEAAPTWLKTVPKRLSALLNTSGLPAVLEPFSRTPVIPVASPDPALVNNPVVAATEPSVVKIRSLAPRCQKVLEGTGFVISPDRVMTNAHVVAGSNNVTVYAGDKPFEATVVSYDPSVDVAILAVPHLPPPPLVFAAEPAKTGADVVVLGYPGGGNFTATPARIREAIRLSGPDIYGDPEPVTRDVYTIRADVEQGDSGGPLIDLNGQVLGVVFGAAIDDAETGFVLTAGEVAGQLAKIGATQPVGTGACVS
# BioA inh – M. tuberculosis BioA enzyme inhibitors, primary screen, biochemical, plate reader, single point, HTS | inhibition, % at 9.99 µM | hit rate 0.096% among 360,000 | 7,8-diaminopelargonic acid synthase BioA (Mycobacterium tuberculosis) | purified M. tuberculosis BioA enzyme; in the data active = inhibition above about 40%
# FBA Mtb inh – Mtb FBA enzyme inhibitors, primary screen, biochemical, fluorescence, strain H37Rv. Fructose-bisphosphate aldolase (Mycobacterium tuberculosis (strain ATCC 25618 / H37Rv)), …. inhibition, % at 1 µM. purified M. tuberculosis FBA, fluorescence read-out. AID 588726, 2011. hit rate 2.3% among 360,000; in the data active = inhibition above about 27%;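 note: 0% = vehicle and 100% = reference inhibitor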
# Target sequence (P9WQA3 whole entry, looked up): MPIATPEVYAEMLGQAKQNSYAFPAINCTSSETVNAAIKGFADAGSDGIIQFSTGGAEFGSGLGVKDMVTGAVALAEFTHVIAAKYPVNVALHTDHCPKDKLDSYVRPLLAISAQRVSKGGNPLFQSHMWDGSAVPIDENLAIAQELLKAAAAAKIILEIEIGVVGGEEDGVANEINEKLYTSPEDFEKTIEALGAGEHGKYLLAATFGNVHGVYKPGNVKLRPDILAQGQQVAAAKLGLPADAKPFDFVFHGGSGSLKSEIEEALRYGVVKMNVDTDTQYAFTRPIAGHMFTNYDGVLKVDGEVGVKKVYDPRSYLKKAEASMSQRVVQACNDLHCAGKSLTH
# GDH-TPI counter – GDH-TPI coupling enzyme inhibitors, primary screen, artefact control for M. tuberculosis FBA inhibitor project, biochemical, absorbance, full deck | hit rate 1.2% among 360,000 | inhibition, % at 4.8 µM | AID 588335, 2011 | GDH-TPI coupled enzyme counterscreen, NADH absorbance; in the data active = inhibition above about 30%;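 note: 0% = DMSO wells and 100% = wells lacking the enzyme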
# DUSP3 inh – VHR1 phosphatase inhibitors, primary screen, biochemical, absorbance, uHTS | recombinant VHR phosphatase, pNPP absorbance | hit rate 0.52% among 290,000 | Dual specificity protein phosphatase 3 (Homo sapiens), P51452 | inhibition, % at 13.3 µM; in the data active = inhibition above about 50%; note: some compounds called inactive have numbers as strong as hits
# Target sequence (P51452 whole entry, looked up): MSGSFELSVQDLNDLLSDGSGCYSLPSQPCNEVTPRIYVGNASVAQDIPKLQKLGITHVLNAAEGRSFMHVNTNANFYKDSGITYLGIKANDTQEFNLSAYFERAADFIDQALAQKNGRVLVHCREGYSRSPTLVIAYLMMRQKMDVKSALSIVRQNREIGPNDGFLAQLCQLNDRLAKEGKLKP
# BH1578 lux ind – inducers of Vibrio cholerae quorum light production without autoinducers, primary screen, BH1578 luxS cqsA deficient, single point; V. cholerae BH1578 lux reporter, luminescence, 6 h; activation, % at 18.7 µM; hit rate 0.16% among 350,000; AID 588436, 2011; in the data active = activation mostly above about 9.7%, no sharp cut-off; note: not every result past the cut was called active; inactives centre near 0; reference of the scale not given here
# SSB-PriA inh – inhibitors of Klebsiella pneumoniae PriA binding to SSB C-terminal tail, primary screen, biochemical, AlphaScreen. PriA–SSB C-terminal tail interaction (Klebsiella pneumoniae). AlphaScreen SSBct-PriA binding, biotinylated peptide. inhibition, % at 33 µM. hit rate 0.6% among 430,000. AID 1272365, 2023; in the data active = inhibition mostly above about 37%, no sharp cut-off; inactive = mostly below about 20%;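 note: plate controls were negative control peptide for no effect and reference peptide for full effect; strong numbers were not always called active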
# MazEF act – activators of E. coli MazEF toxin-antitoxin RNase, primary screen, biochemical, fluorescence, uHTS | Endoribonuclease toxin MazF (Escherichia coli (strain K12)), P0AE70 | FAM/BHQ RNA-DNA oligo cleavage fluorescence, 5 h | activation, % at 20 µM | hit rate 0.32% among 350,000; in the data active = activation above about 50%
# Target sequence (P0AE70 whole entry, looked up): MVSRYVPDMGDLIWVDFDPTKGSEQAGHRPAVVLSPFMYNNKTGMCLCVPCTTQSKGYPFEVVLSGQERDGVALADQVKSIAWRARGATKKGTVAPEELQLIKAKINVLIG
# The depositor's hits bear a star; i = inactive; x = not tested or not shown.
# Below each compound: MazEF act, Rv3671c inh, BioA inh, GDH-TPI counter, FBA Mtb inh, SSB-PriA inh, 3CLpro inhibitor, Mtb UGM inh, DUSP3 inh, BH1578 lux ind
COc1ccc(CCNS(=O)(=O)c2c(C)nc3scc(C)n3c2=O)cc1OC
  -4, 1, 0.0, 4, 0, -9, 2, -0.1, 20, 1.6
CCC(=O)N1CCN=C1SCc1ccc(Cl)cc1
  -5, 3, 0.3, 3, 2, -26, 1, -1.5, 2, 0.5
CN(C(=O)c1cc2c(s1)-c1ccccc1S(=O)(=O)C2)c1ccccc1F
  -4, -8, -1.0, 6, 0, 1, 0, 0.1, 20, -0.5
CC(NC(=O)c1cc(-c2ccc3c(c2)OCO3)nc2ccccc12)C(C)(C)C (centres undefined)
  -34, -2, 1.6, 23, 0, -17, 4, -0.4, 20, -0.2
CCOc1ccc(NC(=S)N/N=C(\C)Cc2ccc(OC)cc2)cc1
  5, -10, x, 1, 0, x, 2, 0.1, -4, i
O=C(O)C1=NN(c2c(F)c(F)cc(F)c2F)C(=O)CC1
  -9, -9, -1.3, -1, 0, 4, -4, 0.5, -12, i
O=C(Nc1nc(-c2ccccn2)cs1)C1CC(=O)N(c2ccc3c(c2)OCCO3)C1 (centres undefined)
  11, -6, -5.3, 23, 2, 78*, -2, 4.9, 6, -0.2
Cc1cccc(NC(=O)Cn2c(O)c(N=NC(N)=S)c3ccccc32)c1
  8, -5, -6.3, 26, 35*, 5, 2, 0.0, 26, -0.4
c1ccc2c(-c3[nH]ncc3CNCCCn3ncc4ccccc43)cccc2c1
  -1, -6, 2.3, 4, 2, -14, 2, -2.3, 16, 0.2
CCc1nc2c(c(=O)[nH]1)C1(CCCC1)Cc1ccccc1-2
  0, 7, 0.4, 2, 0, -2, 6, 1.8, 20, -0.4
CC(=O)c1cc2c(cc1NC(=O)c1ccc(C)cc1)OCO2
  x, -10, x, x, x, x, 9, -1.3, -5, x
CCCCC1NC(=S)N(C2CCCCC2)C1=O (centres undefined)
  4, -10, x, 2, -1, -15, 1, -0.2, 2, -0.4
CCN1C(=NCc2ccc(OC)cc2)N[C@@H](CCc2ccccc2)[C@H](C(=O)NCc2ccc(OC)cc2)[C@H]1C
  19, -5, 2.9, x, x, 4, -3, 0.3, 24, i
Cc1cc(F)ccc1-c1cc(C(=O)Nc2ccc(F)cc2)[nH]n1
  x, x, -0.5, 0, 0, x, x, x, x, -5.0
Cc1ccc(S(=O)(=O)NC(=O)NN2CCCCCC2)cc1
  2, 1, -1.4, -14, -1, 4, -5, 4.5, 9, -1.4
Cc1ccc(NC(=O)CCN2C(=O)c3ccccc3Sc3ncccc32)cc1
  -12, 1, -0.2, 4, -2, 4, 6, 0.8, -12, -0.1
CCOc1ccc(S(=O)(=O)c2c[nH]c3ccccc3c2=O)cc1
  6, -7, x, 13, -1, -8, 3, -0.9, -7, i
S=c1[nH]nc(-c2cc(-c3ccccc3)n[nH]2)n1/N=C/c1ccc(Cl)cc1
  -27, -14, 0.4, 7, 5, x, 5, 2.9, -1, -0.5
COc1ccc(C2CC(c3ccccc3)Nc3nc(NC(=O)c4cccs4)nn32)cc1 (centres undefined)
  -1, 2, 16, 12, 3, 11, 3, 2.2, 11, 3.1
O=C(Cn1cnc2c(nnn2-c2ccccc2)c1=O)NCC1CCCO1 (centres undefined)
  -1, 1, -0.1, 7, 3, 3, -7, -3.9, 1, -1.1
CCN(CC)S(=O)(=O)c1ccc(C(=O)NC2=C(C(=O)OC)SCC2)cc1
  2, 0, -1.9, 5, 3, 25, 4, -1.3, 20, -0.6
O=C(/C=C/Nc1ccc(F)cc1Br)c1ccccc1
  -1, 0, -0.5, 9, 1, -3, 0, -0.2, -2, 0.1
Cc1ccc(Oc2ncccc2/C=N/O)cc1
  5, 0, -1.7, 1, 3, x, -3, 0.4, -1, i
N#CC1=C(S)N=C(N)C(c2nc(-c3ccccc3)cs2)C12CCCC2 (centres undefined)
  0, -13, x, 13, 1, 14, 4, -0.8, 23, i
CCN(C(=O)COC(=O)Cc1coc2cc(C)ccc12)c1c(N)n(Cc2ccccc2)c(=O)[nH]c1=O
  -5, -6, 0.5, -8, 2, x, x, 2.2, x, -0.6
COc1ccc([N+](=O)[O-])cc1N(CC(O)CN1CCOCC1)S(=O)(=O)c1ccccc1 (centres undefined)
  -2, 7, x, 9, 0, 0, -6, 1.3, 6, -0.4
CCCCNC(=O)[C@H]1N2C(=O)c3c(ccc(OC)c3OC)C2SC1(C)C (some centres undefined)
  -2, -6, -0.4, 3, 3, -3, 6, -1.4, 34, i
Cc1cccc(-c2cc3c(N=O)c4ccccc4c-3n[nH]2)c1
  16, -18, x, 1, 3, 4, 2, -1.6, 16, i
Cc1cccc(NC(=O)CCNC(=O)c2ccccc2Cl)n1
  -3, -5, -1.4, 5, 14, 4, 6, 3.2, 5, -1.7
O=S(=O)(O)c1cccnc1SCc1ccccc1
  7, -7, -3.2, 10, 1, -6, x, -2.3, x, i
COc1ccc(NC(=S)NNC(=O)C(C)n2nc(C)c([N+](=O)[O-])c2C)cc1 (centres undefined)
  9, -7, -1.5, 13, 5, -7, -1, -1.9, -4, -0.2
N/C(=N\OC(=O)CCCOc1ccccc1)c1cccc([N+](=O)[O-])c1
  5, -8, x, -3, -2, x, 7, 0.8, 16, -0.3
CCN1CCCC1CNS(=O)(=O)c1ccc(F)c(Cl)c1 (centres undefined)
  6, -2, x, 0, 2, -9, -2, -2.5, -13, -0.8
Cc1ccc(-c2nnn(CC(=O)NC(=O)NC3CCCCC3)n2)cc1
  3, x, -1.0, -3, -2, -13, x, x, x, i
O=C(NCC1COc2ccccc2O1)C1CCCN(S(=O)(=O)c2cccc3nsnc23)C1 (centres undefined)
  -6, -1, -2.1, 5, 1, -7, -1, -3.3, 26, 2.0
CC(=O)N1c2ccc(S(=O)(=O)N3CCC(C(=O)N4CCN(c5ccccc5)CC4)CC3)cc2CC1C (centres undefined)
  6, 2, 0.1, -3, -2, -13, 1, 2.3, 11, i
COC(=O)c1ccc(NC(=O)c2ccc3nsnc3c2)cc1
  12, -5, 1.7, 12, 1, -14, -3, -1.8, -30, -0.4
COc1ccc(C2CC(=O)c3c([nH]c(C(=O)OC(C)C)c3C)C2)cc1OC (centres undefined)
  -3, -6, -0.4, -7, 1, -4, -2, 2.1, 40, -0.2
O=C(Nc1ccccc1N1CCN(C(=O)c2ccc(Cl)cc2)CC1)c1cccc(F)c1
  0, -1, 1.0, 5, 2, 11, 2, 3.1, 14, -0.4
COc1ccc(-c2noc(-c3ccccc3C(=O)Nc3cccc(OC)c3)n2)cc1
  16, -54, -5.3, -3, 0, -20, 3, -3.6, 29, -0.6
CCOC(=O)c1sc(=S)n(-c2ccccc2)c1NC(C)=O
  -11, 11, -1.4, 19, 1, -11, 0, 1.6, 19, -1.3
COC(=O)C1CCN(C(=O)Nc2ccccc2)CC1
  3, 0, x, 1, -5, -7, 0, -0.3, 12, -0.2
CC(C)C(=O)N1CCC(Cc2ccccc2)CC1
  -20, 8, -0.4, 3, 0, 0, -5, 1.4, 22, 0.8
COc1ccc(NC(=O)CCNC(=O)C2CCN(S(=O)(=O)c3ccc(OC)cc3)CC2)cc1
  -1, -2, -1.4, 2, 1, -16, -1, -3.6, 12, -0.2
Cc1[nH]c(=O)[nH]c(=O)c1N1CCOCC1
  11, 2, -2.3, 1, -2, -3, 1, 1.7, 0, -7.9
CC(NS(=O)(=O)c1ccc2c(c1)OCCO2)c1ccccc1 (centres undefined)
  10, 2, 0.2, 4, -3, 1, 2, -1.7, -17, -0.3
O=C(Nc1cccc(F)c1)Nc1cccc(Cl)c1
  5, -50, 2.4, 3, -1, -15, 3, -2.0, -8, -0.8
Cc1ccc(/C=N/NC(=O)CSc2nc3ccccc3s2)o1
  0, -3, x, -1, 2, x, 7, 0.9, -4, -0.5
CCOc1ccccc1NC(=O)Cn1c(=O)oc2cc(Cl)ccc21
  -14, 5, -2.5, 18, 4, -19, 3, -0.9, 6, i
COCCCN(C(=O)c1ccco1)c1nc(-c2ccc(OC)cc2)cs1
  -6, -5, 13, 8, -1, -9, 1, -4.2, -1, -0.2
CC1(C)CC(NS(=O)(=O)c2ccc(S(N)(=O)=O)cc2)CC(C)(C)N1
  x, -1, x, 0, 5, x, 0, 2.0, 34, i
CNc1nc(Sc2ccc(C)cc2)cc(C(F)(F)F)n1
  3, -13, 0.7, 11, 3, -15, -6, -0.3, 11, i
Cc1cc(C)cc(NC(=O)COC(=O)CCc2ccc(S(=O)(=O)N3CCOCC3)cc2)c1
  1, -14, x, -1, 0, -8, -1, 0.1, 11, -0.3
Nc1ccc2c(c1)[nH]c(=O)c1cc(N)ccc12
  7, x, 2.1, 0, 32*, x, x, x, x, i
COC(=O)c1cc(C(=O)NCc2ccc3c(c2)OCO3)cc([N+](=O)[O-])c1
  -2, -3, 2.4, 15, -1, -3, -2, 0.5, 10, 3.1
COc1cccc(/C=C/c2n[nH]c(=O)c(C#N)c2C)c1
  6, 8, -5.9, 16, -2, -1, 6, 1.6, -17, -0.2
O=C1NC(Cc2ccccc2)c2nc3ccc(Cl)cc3c(=O)n2-c2ncccc21 (centres undefined)
  4, x, -2.5, 9, -1, x, x, x, x, 0.0
CCCCOc1ccc(C(=O)OCC(=O)N2CCCCCC2)cc1
  -4, 4, -1.8, 0, 3, -12, x, -0.2, x, i
CC(C)(C)c1cc(C(=O)O)n(Cc2ccc(Cl)cc2Cl)n1
  -2, 3, x, 3, -3, -5, 7, -2.4, 16, i
CN1CC=C2C(C#N)=C(N)C(C#N)(C#N)[C@H](c3cccc(Cl)c3)C2C1 (some centres undefined)
  11, 4, -8.6, 12, 28*, -9, 8, -1.0, 3, 0.9

# (continued)
# Below each compound: MazEF act, Rv3671c inh, BioA inh, GDH-TPI counter, FBA Mtb inh, SSB-PriA inh, 3CLpro inhibitor, Mtb UGM inh, DUSP3 inh, BH1578 lux ind
Cc1cc(C)c(S(=O)(=O)N2CCCC(C(=O)NCc3ccncc3)C2)c(C)c1 (centres undefined)
  -6, -2, -1.3, -6, -1, -1, 2, -0.5, 38, i
COc1ccc(CN2CN(C(C)C)CSC2=S)cc1
  6, -3, -0.2, 4, 4, -13, -3, 1.5, 10, -0.2
O=c1oc2c(O)cccc2cc1-c1nc2ccccc2[nH]1
  i, x, 0.2, 5, 55*, -10, -6, -3.6, -6, 0.4
COc1ccc(S(=O)(=O)N2CCN(C(=O)c3cc(-c4ccc(C)cc4)n[nH]3)CC2)cc1
  0, -18, -4.4, 2, 3, -3, 1, 2.4, 29, i
CSCCC(C(=O)NC1=NCCS1)N1C(=O)c2ccccc2C1=O (centres undefined)
  9, -4, 0.4, 6, 4, -6, 5, 0.1, 23, i

# By substructure, the compounds so far containing a cyano group
# Below each compound: MazEF act, Rv3671c inh, BioA inh, GDH-TPI counter, FBA Mtb inh, SSB-PriA inh, 3CLpro inhibitor, Mtb UGM inh, DUSP3 inh, BH1578 lux ind
N#CC1=C(S)N=C(N)C(c2nc(-c3ccccc3)cs2)C12CCCC2 (centres undefined)
  0, -13, x, 13, 1, 14, 4, -0.8, 23, i
COc1cccc(/C=C/c2n[nH]c(=O)c(C#N)c2C)c1
  6, 8, -5.9, 16, -2, -1, 6, 1.6, -17, -0.2
CN1CC=C2C(C#N)=C(N)C(C#N)(C#N)[C@H](c3cccc(Cl)c3)C2C1 (some centres undefined)
  11, 4, -8.6, 12, 28*, -9, 8, -1.0, 3, 0.9

# A portion of the library; count on the stated rates, not on these rows.
